H9c2 TAG inh – inhibitors of triacylglycerol accumulation, primary screen, cell-based, uHTS, fluorescence, H9c2. 230,000 compounds, 0.66% hits. H9c2 cells, Nile Red lipid (TAG) fluorescence; cells loaded with 200 µM oleic acid. inhibition, % at 12.5 µM;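 active = pattern-corrected inhibition of lipid staining of at least 50% with the nuclear-stain viability signal not falling by more than 50%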;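 note: 0% = DMSO wells and 100% = triacsin C control wells; some results filed as inactive read as strong as hits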
H9c2 TAG inh DAPI viability – also measured in H9c2 TAG inh; calls as there; DAPI nuclei signal change (viability), lower = more cytotoxic, %;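 whole-well DAPI fluorescence read on a plate reader as a viability signal; minus 50 percent equals half of cells still viable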
* hit, by the source's call. Some of the compounds tested (hit frequency here may not be typical).

SMILES	H9c2 TAG inh	H9c2 TAG inh DAPI viability
O=C(NCCN1CCCC1)c1cc(-c2ccncc2)nc2ccc(S(=O)(=O)N3CCOCC3)cc12	8.1	-3.6
CCCOc1c(Br)cc(C(=O)OCC(=O)NC2CC2)cc1OC	9.6	-7.5
Cc1c(C(=O)NCc2ccco2)oc2ccc(Br)cc12	8.9	-8.4
CC(C)[C@H](NS(=O)(=O)c1ccccc1)C(=O)OCC(=O)NCc1ccc2c(c1)OCO2	-14.9	-4.5
C/C(CCC(C)C)=N\Nc1ccc(S(N)(=O)=O)cc1[N+](=O)[O-]	8.5	-6.5
CC(=O)N(/N=C/c1cccc(C)c1)c1nc(-c2ccc(Br)cc2)cs1	21.7	-4.0
CCCN(C(=O)c1cccc(S(=O)(=O)N2CCN(Cc3ccccc3)CC2)c1)C1CCS(=O)(=O)C1 (stereo not drawn)	-3.9	6.5
COc1ccccc1NC(=O)COC(=O)/C=C/c1cccs1	-51.8	2.2
Cc1cccc(C(=O)OCC(=O)NC2CC2)c1O	-1.8	2.2
CCOc1ccc(S(=O)(=O)N2CCOCC2)cc1NC(=O)CCOc1ccc(C(C)(C)C)cc1	-20.1	-0.4
C=CCn1c(CCC(O)COCCC)n[nH]c1=S (stereo not drawn)	5.2	7.4
COc1ccccc1C(=O)NCc1ccccn1	-14.5	-4.1

Arranged by number of heavy atoms (low to high): 3 of the compounds above
SMILES	H9c2 TAG inh	H9c2 TAG inh DAPI viability
Cc1c(C(=O)NCc2ccco2)oc2ccc(Br)cc12	8.9	-8.4
CCOc1ccc(S(=O)(=O)N2CCOCC2)cc1NC(=O)CCOc1ccc(C(C)(C)C)cc1	-20.1	-0.4
O=C(NCCN1CCCC1)c1cc(-c2ccncc2)nc2ccc(S(=O)(=O)N3CCOCC3)cc12	8.1	-3.6

Fetched by structure from the list above (seven):
SMILES	H9c2 TAG inh	H9c2 TAG inh DAPI viability
O=C(NCCN1CCCC1)c1cc(-c2ccncc2)nc2ccc(S(=O)(=O)N3CCOCC3)cc12	8.1	-3.6
C/C(CCC(C)C)=N\Nc1ccc(S(N)(=O)=O)cc1[N+](=O)[O-]	8.5	-6.5
CCCOc1c(Br)cc(C(=O)OCC(=O)NC2CC2)cc1OC	9.6	-7.5
Cc1cccc(C(=O)OCC(=O)NC2CC2)c1O	-1.8	2.2
CCCN(C(=O)c1cccc(S(=O)(=O)N2CCN(Cc3ccccc3)CC2)c1)C1CCS(=O)(=O)C1 (stereo not drawn)	-3.9	6.5
Cc1c(C(=O)NCc2ccco2)oc2ccc(Br)cc12	8.9	-8.4
CCOc1ccc(S(=O)(=O)N2CCOCC2)cc1NC(=O)CCOc1ccc(C(C)(C)C)cc1	-20.1	-0.4

(listing goes on)
SMILES	H9c2 TAG inh	H9c2 TAG inh DAPI viability
CC(C)(C)NC(=O)COC(=O)/C=C/c1ccccc1[N+](=O)[O-]	11.6	9.4
CCN(CC(=O)Nc1ccc2c(c1)OCCO2)S(=O)(=O)c1cccs1	-15.0	-0.2
CC(OC(=O)c1ccco1)C(=O)Nc1ncc(Cl)cc1Cl (stereo not drawn)	3.7	11.2
O=C(O)c1ccc(NC(=O)C2CCN(S(=O)(=O)c3ccc4c(c3)OCCO4)CC2)cc1	3.9	-1.1
Cn1c(=O)oc2cc(S(=O)(=O)N3CCCC(C(=O)Nc4ccc5c(c4)OCCO5)C3)ccc21 (stereo not drawn)	2.8	3.0
COc1cccc(OCC(=O)NNC(=O)c2ccc(-c3ccccc3)cc2)c1	7.0	-2.0
CC1CC(C)CN(C(=O)c2cn(C)c3ccc(S(=O)(=O)N(C)C)cc3c2=O)C1 (stereo not drawn)	2.3	-9.6
CSc1nnc(-c2ccc(C(F)(F)F)cn2)o1	4.3	-0.9
Cc1cc2c(c(=O)o1)C(c1ccc([N+](=O)[O-])o1)C(C#N)=C(N)O2 (stereo not drawn)	7.3	-4.9
COC(=O)c1ccc(C2/C(=C(/O)c3ccc(OC(C)C)cc3)C(=O)C(=O)N2c2cc(C)on2)cc1 (stereo not drawn)	1.8	-3.1
COc1ccc2cc(C(=O)NCc3ccco3)c(=Nc3ccc(C(=O)O)cc3)oc2c1	-0.4	3.8
CC(C)C(NC(=O)C1CC(=O)N(Cc2ccccc2)C1)c1nc2ccccc2[nH]1 (stereo not drawn)	-8.0	7.1
CCOC(=O)c1cnn2c(C(F)(F)F)cc(-c3ccco3)nc12	-7.5	23.3
CC1CCCCN1C(=O)CCS(=O)(=O)c1cc2c(cc1Cl)NC(=O)CO2 (stereo not drawn)	11.1	-0.4
NC(=S)Nc1ccc(F)cc1F	0.3	3.1
CCS(=O)(=O)c1ccc2oc(Nc3ccc(C(C)C)cc3)nc2c1	9.1	5.8
COCCCN1C(=O)C(CC(=O)NCc2ccco2)CC(C(=O)N(C)C)=C1C (stereo not drawn)	-21.3	-6.2
O=C(Nc1ccc2c(c1)OCO2)C1CCCN1C(=O)Nc1cccc(F)c1 (stereo not drawn)	13.8	4.5
O=S(=O)(CCc1ccncc1)Cc1ccc2c3c(cccc13)CC2	-27.3	9.8
CCCn1c(SCC(=O)N2c3ccccc3CC2C)n[nH]c1=O (stereo not drawn)	-23.3	-8.0
C=CCn1c(=O)c2c(nc3n2CC(C)CN3c2cccc(OC)c2)n(C)c1=O (stereo not drawn)	-15.8	7.5
Cc1ccc(C(=O)Nc2ccc(Cl)cc2C)c(Cl)c1	14.1	0.0
Cc1oc(-c2ccc(Cl)cc2)nc1CN1CCC(C(=O)NCc2cccs2)CC1	10.0	1.7
CN(C)/C(Cn1cncn1)=C1/N=C(c2c(F)cccc2F)OC1=O	16.7	2.2
COc1cc(C(=O)OCC(=O)N2CCCC2=O)cc(OC)c1C	13.0	4.3
CC(=O)Nc1ccc(S(=O)(=O)Nc2ccc(-n3cnnn3)cc2)cc1	-6.8	-2.6
O=C(O)c1ccccc1C(=O)N1CCN(c2cccc(Cl)c2)CC1	14.1	0.4
COc1ccc(-c2ccc(-c3noc(C4CCCCC4)n3)c(OC)n2)cc1	2.9	13.8
O=C(COC(=O)c1cnccn1)Nc1c(Cl)cc(Cl)cc1Cl	-1.4	-1.3
CCCCCCCCSc1nnc(-c2ccc(OC)cc2)o1	-12.3	-5.4
Cc1ccc(NS(=O)(=O)c2ccc(C(=O)NCCCN3CCCC3=O)cc2)cc1C	-11.4	0.0
COc1ccc(CN2CCNC(=O)C2CC(=O)NC2CCOCC2)c(F)c1 (stereo not drawn)	5.8	-6.0
CC(=O)C1(O)CCC2C3CC(C)C4=CC(=O)CCC4(C)C3CCC21C (stereo not drawn)	2.9	11.5
Nc1nnc(SCC(=O)Nc2ccc3nc(SCC(=O)Nc4ccccc4)sc3c2)s1	-21.4	-9.1
O=C(CC1SC(N2CCCCC2)=NC1=O)Nc1ccc(C(=O)NCc2ccccc2)cc1 (stereo not drawn)	-2.9	-4.8
Cc1ccc(OCC(O)Cn2c(=N)n(CCN3CCOCC3)c3ccccc32)cc1 (stereo not drawn)	9.8	10.3

Entries of single compounds, looked up by structure. Screens in order: H9c2 TAG inh, H9c2 TAG inh DAPI viability
CCS(=O)(=O)c1ccc2oc(Nc3ccc(C(C)C)cc3)nc2c1 in the list: 9.1, 5.8
Cc1ccc(OCC(O)Cn2c(=N)n(CCN3CCOCC3)c3ccccc32)cc1 (stereo not drawn) in the list: 9.8, 10.3

Next section
SMILES	H9c2 TAG inh	H9c2 TAG inh DAPI viability
COc1ccc(CN=C(N)N=C(N)N)cc1Cl	-17.3	-7.0
O=C(CN(c1ccc(F)cc1)S(=O)(=O)c1ccccc1)N1CCOCC1	6.1	0.6
O=C(Nc1ccc(S(=O)(=O)N2CCOCC2)cc1)c1cccc(Br)c1	-8.4	7.9
CN(Cc1ccccc1)c1ccc([N+](=O)[O-])cc1C(=O)O	20.6	-9.4
O=C(CSc1cccc2cccnc12)OCC(=O)c1ccccc1	30.8	-38.9
COc1ccc(CN2C(=O)C(CC(=O)NCc3cccc4ccccc34)CC(C(=O)N(C)C)=C2C)cc1 (stereo not drawn)	-14.2	-3.9
C[C@@H]1CN([C@@H](C)CO)C(=O)CCCn2nncc2CO[C@@H]1CN(C)S(=O)(=O)c1cccc(F)c1	-6.4	1.7
C/C=C1\COC(C(=O)NCCCN2CCCC2=O)(C(F)(F)F)C=C1C=C(C)C (stereo not drawn)	-12.0	-3.9
CCOCCCNC(=O)C(c1ccc(Cl)cc1)N1CCC2(CC1)OCCO2 (stereo not drawn)	-22.6	10.7
CC(=O)N(C)c1ccc(N=Nc2ccc3ncccc3c2)cc1	12.6	2.0
CCOC(=O)C1=C(COC(=O)/C=C/c2ccc(OC)cc2)NC(=O)NC1C (stereo not drawn)	-8.0	4.2
CCCC1C(C(=O)OCC)=C(C)NC(C)=C1C(=O)OCC	-30.2	1.4
Cc1c(C(=O)OCC(=O)NCCN2C(=O)CSC2=O)cccc1[N+](=O)[O-]	-8.5	2.1
Cc1[nH]c(=O)c(C#N)c(C)c1Cl	-6.2	-2.8
CC(C)N1CCC(n2nccc2NC(=O)c2ccc3c(c2)OCO3)CC1	8.1	1.4
COc1cccc(C2NC(=O)NC(C)=C2C(=O)Nc2ccc(C)cc2)c1 (stereo not drawn)	8.5	3.8

High-throughput results as filed in PubChem.
